Polio RdRp inh: inhibitors of poliovirus RNA polymerase binding and polymerization; P03300; poliovirus polymerase elongation, fluorescence polarization; stronger effect = lower value; % elongation, % (compound at 16.7 µg/mL); 0.66% of 150,000 active; in the data active means % elongation below about 90%; further: some results filed as inactive read as strong as hits
Target sequence (P03300 1749-2209 limits assumed): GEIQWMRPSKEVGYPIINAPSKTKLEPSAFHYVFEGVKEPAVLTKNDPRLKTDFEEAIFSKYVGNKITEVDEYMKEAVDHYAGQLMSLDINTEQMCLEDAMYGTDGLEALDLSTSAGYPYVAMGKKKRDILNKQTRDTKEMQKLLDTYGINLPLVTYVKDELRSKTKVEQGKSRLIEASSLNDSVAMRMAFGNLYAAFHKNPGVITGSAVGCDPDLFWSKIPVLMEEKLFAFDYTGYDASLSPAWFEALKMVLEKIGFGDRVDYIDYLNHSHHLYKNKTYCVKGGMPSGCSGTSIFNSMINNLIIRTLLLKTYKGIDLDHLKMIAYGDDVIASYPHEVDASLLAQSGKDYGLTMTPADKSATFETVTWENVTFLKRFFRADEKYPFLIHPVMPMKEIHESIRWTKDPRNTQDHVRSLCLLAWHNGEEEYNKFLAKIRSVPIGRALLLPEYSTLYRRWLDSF
Polio RdRp inh FP z-score: further read-out of Polio RdRp inh, marked with its call; z-score; measured here: FP z-score; hits read low
Numbers without * were called inactive. These rows are one share of the data; count on the stated rates, not on these rows.

Below each compound – Polio RdRp inh | Polio RdRp inh FP z-score
- Cc1ccc2nc3ccc(NCc4ccccc4)nn3c(=O)c2c1
 : 104 | 0.4
- COc1ccc(CC(=O)Nc2nnc3n2CCS3)cc1OC
 : 96 | -2.6
- CC1CC2(C)Oc3ccccc3C3OCC1CC32 (stereo not given)
 : 103 | 0.7
- CCCCCn1c(CNC(=O)c2ccc(F)cc2)nc2ccccc21
 : 108 | 0.9
- Cn1c(=O)c2c(SCC(=O)NCc3ccco3)nc(-c3cccc(F)c3)nc2n(C)c1=O
 : 99 | -2.1
- CCCc1cc(=O)n2[nH]c(NC(=O)c3ccccc3Cl)nc2n1
 : 106 | -0.2
- COc1ccc(CCNC(=O)CCCn2c(=O)c3ccccc3n(CC(=O)Nc3c(C)cc(C)cc3C)c2=O)cc1OC
 : 107 | 0.4
- CC(NC(=O)/C=C/c1ccc2c(c1)OCO2)c1ccccc1 (stereo not given)
 : 100 | -0.7
- CCOc1ccc2[nH]c(=O)c(CN(CCO)C(=O)Nc3ccc(OC)cc3)cc2c1
 : 100 | -0.5
- CN(Cc1ccccc1)C(=O)c1ccc2c(c1)N(Cc1ccc(Cl)cc1)C(=O)c1ccccc1S2=O (stereo not given)
 : 107 | 0.2
- CSc1ccc(/C=N/NC(N)=S)cc1
 : 98 | -0.7
- CC(C)CNC(=O)Cc1ccccc1
 : 101 | -0.1
- COc1ccc(C(=O)c2ccc(OC)c(OC)c2)cc1
 : 106 | 0.8
- O=C(NCCCN1CCCCCC1)c1cc(=O)[nH]c2ccc(S(=O)(=O)N3CCCCC3)cc12
 : 98 | -0.7
- COCC(=O)N1CCN(Cc2ccccc2)CC1
 : 101 | 0.1
- CCOC(=O)C1CCN(C(=O)c2nn(-c3ccc(C)cc3)c(=O)n(C)c2=O)CC1
 : 105 | -0.3
- CCN(C(=O)C(C)Sc1ccc(S(=O)(=O)N2CCN(C)CC2)cn1)c1ccccc1 (stereo not given)
 : 102 | -0.1
- Cc1ccc2cccc(NC(=O)C(C)(C)Oc3ccc(Br)cc3)c2n1
 : 109 | 1
- CCc1ccc(-c2ccc(=O)n(CC(=O)N3CCCCC3)n2)cc1
 : 100 | 0
- Cc1cc(NC(=O)C2CCCCC2)nc2c1c(=O)oc1ccccc12
 : 102 | -0.1
- O=C(Cn1ncc2c(Cl)cccc21)NCCN1CCCC1
 : 102 | 0
- NC(=O)c1cc(S(=O)(=O)NCc2cccc(Br)c2)cs1
 : 107 | 0
- CC(C)(C#N)NNC(N)=S
 : 99 | -0.3
- CCC(Cc1ccccc1)NC(=O)Cn1ncc2c3ccccc3n(Cc3ccccc3)c2c1=O (stereo not given)
 : 108 | 0
- COc1cc(OC)c(NC(=O)c2nc(-c3ccncc3)no2)cc1Cl
 : 105 | -0.2
- Cc1nc2nc(NC(=O)C3CCCCC3)[nH]n2c(=O)c1C
 : 99 | -1.1
- COc1cccc(C(Nc2ccccn2)c2oc(CO)cc(=O)c2O)c1 (stereo not given)
 : 101 | -0.1
- CCOC(=O)c1c(S(=O)(=O)N2CCCC(C(=O)Nc3ccc(OCC)cc3)C2)c(C)n(C)c1C (stereo not given)
 : 101 | -0.8
- O=C1c2ccccc2C(=O)N1CN1CCN(Cc2ccccc2)CC1
 : 103 | 0
- Cc1occc1C(=O)Nc1ccc(C(=O)N2CCCCC2)cc1
 : 102 | 0.3
- CSc1nc(=O)n(Cc2ccccn2)c2c1CCC2
 : 101 | 0.1
- COc1ccc(NC(=O)c2cc3c(s2)-c2c(C)cccc2OC3)c(OC)c1
 : 104 | 0
- COCCn1c(O)c(/C=N/Nc2nc(C)cc(C)n2)c(=O)[nH]c1=S
 : 93 | -1.1
- O=C(c1ccc(NS(=O)(=O)c2ccc(Cl)s2)cc1)N1CCN(C(=O)c2cccs2)CC1
 : 101 | -0.5
- CC(NC(=O)c1cccnc1)C(c1ccccc1)N1CCN(C)CC1 (stereo not given)
 : 103 | 0.8
- COc1cc(C2Nc3ccccc3S2)cc(OC)c1OC (stereo not given)
 : 99 | -0.6
- NC(=O)COC(=O)C1CCN(S(=O)(=O)c2ccccc2C(F)(F)F)CC1
 : 104 | 0.3
- Cc1ccc(C(=O)Nc2cc3[nH]c(=O)[nH]c3cc2C)cc1
 : 99 | -0.7
- O=C(CSc1ccc(-c2ccco2)nn1)N1CCCc2ccccc21
 : 106 | 1.2
- O=C1c2ccccc2C(=O)N1CNN1CCCc2ccccc21
 : 108 | 0.3

Complete entries, looked up by structure. Screens in order: Polio RdRp inh, Polio RdRp inh FP z-score
Cc1nc2nc(NC(=O)C3CCCCC3)[nH]n2c(=O)c1C is entered as 99, -1.1
COCCn1c(O)c(/C=N/Nc2nc(C)cc(C)n2)c(=O)[nH]c1=S is entered as 93, -1.1
COc1cc(OC)c(NC(=O)c2nc(-c3ccncc3)no2)cc1Cl is entered as 105, -0.2

Continuation:
Below each compound – Polio RdRp inh | Polio RdRp inh FP z-score
- CCCNC(=O)c1c(OC)cccc1OC
 : 100 | -0.7
- CC(C)NC(=O)c1ccccc1NS(=O)(=O)c1ccc(F)cc1
 : 105 | 1.4
- CCC(C)NC(=O)c1ccc2c(c1)N(Cc1cccc(Cl)c1)C(=O)c1ccccc1S2=O (stereo not given)
 : 103 | 0.1
- O=C(NCc1ccc(Cl)cc1)c1cnc(N2CCCCC2)c2ccccc12
 : 98 | -2.1
- CCOc1ccc(CNC(=O)c2cnc3sc(N4CCCCCC4)nn3c2=O)cc1OC
 : 111 | 0.5
- COc1ccc(Br)cc1CNC(=O)CN1C(=O)c2cccnc2Oc2ccc(C)cc21
 : 105 | -0.2
- CCOCCCNC(=O)C(c1ccc(C)cc1)N(Cc1ccc2c(c1)OCO2)C(=O)c1ccccc1O (stereo not given)
 : 105 | 0.1
- CCC(C(=O)O)n1nc(C)c2sc3ccccc3c2c1=O (stereo not given)
 : 104 | 0.6
- CCc1c(C)c2ccc(O)c(CN3CCN(c4ccc(OC)cc4)CC3)c2oc1=O
 : 109 | 0.5
- COC(=O)CSc1ccc2nnc(CCNS(=O)(=O)c3ccccc3)n2n1
 : 102 | -0.5
- Cc1cc(C(=O)CN2C(=O)CNC2=O)c(C)n1-c1ccccc1
 : 96 | -0.6
- Cn1c(C(=O)NCc2ccccc2F)cc2cc(S(=O)(=O)N3CCCCC3)ccc21
 : 104 | -1
- C=CCn1cc(C=C2C(=O)N(C)C(=S)N(C)C2=O)c2ccccc21
 : 102 | 0.2
- Cc1c(NS(=O)(=O)c2ccc(C(C)(C)C)cc2)c(=O)n(-c2ccccc2)n1C
 : 104 | -0.2
- CCN(Cc1ccccc1)S(=O)(=O)c1ccc2[nH]c3c(c2c1)CCCCC3
 : 107 | -0.2
- NC(=O)c1cc2ccccc2o/c1=N\NC(=O)c1ccccc1O
 : 99 | -0.7
- CCc1ccc(-n2c(=O)c3c(C)c(C(=O)N(C)C)sc3n(CC(=O)Nc3cc(Cl)ccc3C)c2=O)cc1
 : 106 | -0.1
- Cc1ccc(Cl)cc1N1CCN(C(=O)c2ccc(CS(=O)c3ccccc3)o2)CC1 (stereo not given)
 : 105 | -0.1
- Cn1c(=N)n(CC(O)c2ccco2)c2ccccc21 (stereo not given)
 : 103 | 0.2
- CCn1cc(C(=O)NCCc2ccc(C)cc2)c(=O)c2cc(S(=O)(=O)N3CCCCC3)ccc21
 : 107 | 0.4
- CCOc1cccc(CNC(=O)c2ccc(N3CCCC3)c(NC(=O)Nc3ccccc3CC)c2)c1
 : 99 | -1.2
- COC(=O)C(=NNc1cccc(Cl)c1)C(=O)OC
 : 102 | 0.2
- O=C(COC(=O)c1nc(-c2ccccc2)n(-c2ccccc2)n1)NCC1CCCO1 (stereo not given)
 : 100 | -0.3
- O=c1oc2ccccc2c2c1ncn2CCCN1CCOCC1
 : 102 | 0
- CCNS(=O)(=O)c1cc(-c2nnc(Nc3ccc(F)cc3)c3ccccc23)ccc1C
 : 98 | -0.7
- COc1ccc2oc(C)c(C(O)c3cc4ccccc4o3)c2c1 (stereo not given)
 : 108 | 0.6
- Cc1ccc(C)c(SCC(=O)OCC(=O)c2ccco2)c1
 : 96 | -0.9
- COc1ccc2c(COC(=O)c3cncc(Br)c3)cc(=O)oc2c1
 : 102 | -0.1
- Cc1cc(-c2nc(-c3ccnn3S(=O)(=O)c3cccc(C(F)(F)F)c3)cs2)no1
 : 103 | -0.3
- O=C(NCCN1CCOCC1)c1ccc2c(=O)n3c(nc2c1)CCCCC3
 : 101 | -0.2
- Cc1cc(-c2ccc(C)c(S(=O)(=O)N3CCCC(C)C3)c2)on1 (stereo not given)
 : 113 | 1.4
- Clc1cccc(NCc2ccco2)c1
 : 102 | -0.1
- COc1ccc(CNc2oc(C)nc2C#N)cc1
 : 100 | -0.4
- O=C(Nc1cc(NC(=O)c2ccccc2Cl)ccc1Cl)c1ccccc1
 : 104 | 0.1
- CC(CC(=O)Nc1nc2ccccc2[nH]1)c1ccccc1 (stereo not given)
 : 105 | 0.1
- CCCc1ccc(-c2ccc(/C=C/C(=O)O)cc2)nc1
 : 101 | -0.3
- O=C(OCc1nnc(-c2ccccc2)o1)C1(c2ccc(Cl)cc2)CCCC1
 : 99 | -0.5
- Cn1c2ccccc2n2c(=O)cc(-c3ccccc3)c(C#N)c12
 : 94 | -1.5
- CCCn1c2ccccc2c2cnn(CC(=O)Nc3cccc(C(=O)OCC)c3)c(=O)c21
 : 112 | 1.1
- COC(=O)c1cc(-c2ccc(Cl)cc2)c2c(=O)[nH]c(=O)n(C)c2n1
 : 108 | 0.2
- CCc1cc(=O)oc2cc(OCC(=O)N3CCCc4ccccc43)ccc12
 : 101 | -0.6
- CC(C)[C@H](NC(N)=O)C(=O)Nc1ccc(Oc2ccccc2)cc1
 : 103 | 0
- Cc1ccc2cccc(O)c2n1
 : 104 | 1.2
- O=C(CC1Nc2c3ccccc3nc(=S)n2C1=O)NCc1ccccc1 (stereo not given)
 : 102 | 0.1
- C=CCNC(=O)C(C)Sc1ccc(C)cc1 (stereo not given)
 : 103 | 0.9
- CCNc1sc(S(C)(=O)=O)nc1S(=O)(=O)c1ccc(Cl)cc1
 : 103 | 0.2
- Cc1cnc(C(=O)N(CC(C)C)c2c(N)n(CC(C)C)c(=O)[nH]c2=O)cn1
 : 101 | -0.2
- Cc1ccc(-c2cnc(NCc3ccc(C(C)C)cc3)n2C)cc1
 : 97 | -1.6
- CCOC(=O)N1CCC(NC(=O)c2ccc3c(c2)N(Cc2ccc(F)cc2)C(=O)c2ccccc2S3(=O)=O)CC1
 : 100 | -1.5
- O=C(COc1ccc(Cl)cc1)NCCc1csc(-c2ccc(C(F)(F)F)cc2)n1
 : 110 | 0.5
- CCc1nc2nc(C)c(NS(=O)(=O)c3ccc(F)c(C)c3)c(=O)n2[nH]1
 : 101 | -1.2
- CCCS(=O)(=O)C1=C(N)OC(c2ccccc2)=C(C#N)C1c1ccc(Cl)cc1 (stereo not given)
 : 104 | -0.2
- CS(=O)(=O)N1CCN(c2ccccc2F)CC1
 : 106 | 1.1
- CC12CCC(=O)N1C(C(=O)NCCN1C(=O)S/C(=C\c3ccccc3)C1=O)CS2 (stereo not given)
 : 97 | -1.1
- CC1(C)CC(=O)C(C=NCCN2CCN(C(=O)Nc3ccc(Cl)c(Cl)c3)CC2)=C(O)C1
 : 100 | -0.3
- O=C1C=C(NCCOC23CC4CC(CC(C4)C2)C3)C2(CCCCC2)O1
 : 102 | 0
- Cc1c(C2=CCN(S(=O)(=O)c3ccc(Cl)s3)CC2)c2ccccc2n1CC(=O)N1CCCC1
 : 102 | 0.4
- O=C(NC(=O)c1ccccc1)c1ccccc1
 : 102 | 0
- COC(=O)c1ccc(OP2(=O)COc3ccccc3OC2)cc1
 : 100 | -0.3
- O=c1cc(O)c2sc3nc(-c4cccnc4)c4c(c3c2[nH]1)CCCC4
 : 103 | 0.2

3 entries from above, with tabs.
Molecule	Polio RdRp inh	Polio RdRp inh FP z-score
CC12CCC(=O)N1C(C(=O)NCCN1C(=O)S/C(=C\c3ccccc3)C1=O)CS2 (stereo not given)	97	-1.1
CC1(C)CC(=O)C(C=NCCN2CCN(C(=O)Nc3ccc(Cl)c(Cl)c3)CC2)=C(O)C1	100	-0.3
O=C1C=C(NCCOC23CC4CC(CC(C4)C2)C3)C2(CCCCC2)O1	102	0

(continued)
Below each compound – Polio RdRp inh | Polio RdRp inh FP z-score
- O=C1Nc2cc(C(=O)N3CCCC3)ccc2NC1CS(=O)(=O)Cc1cccc(Br)c1 (stereo not given)
 : 99 | -0.2
- Cc1cc(=O)oc2c(CN(C)C3CCCCC3)c(O)ccc12
 : 103 | 0.3
- NC(=O)c1ccsc1NC(=O)[C@H](Cc1ccccc1)NC(=O)c1ccco1
 : 102 | 0
- Cc1nc2ccccc2n1CCOc1ccc(Cl)cc1
 : 100 | -0.3
- Cc1ccccc1N1CCn2c1nc1c2c(=O)n(C)c(=O)n1C
 : 103 | 0.4
- CCN1CCN(C(c2cccc(Cl)c2)c2c(O)cc(C)n(CCOC)c2=O)CC1 (stereo not given)
 : 105 | -0.8
- COc1ccc2sc(N3C(=O)C4CC=C(C)CC4C3=O)nc2c1 (stereo not given)
 : 99 | -0.7
- CCCCOC(=O)c1sc2scc(C)c2c1C
 : 104 | 0.7
- CCCc1oc2c(cc(NS(=O)(=O)c3ccc(CC)cc3)c3ccccc32)c1C(=O)OCC
 : 101 | -0.1
- CCCCN(CC)C(=O)C1CCCN(c2ncnc3onc(C)c23)C1 (stereo not given)
 : 115 | 1.5
- COc1ccc(CC(=O)NCCS(=O)(=O)N2CCN(c3ccc(OC)cc3)CC2)cc1
 : 103 | 0.2
- c1ccc(CSCc2cn3ccsc3n2)cc1
 : 100 | -0.7
- COc1ccc(NC(=O)CN(C)S(=O)(=O)c2ccc3nc(C)sc3c2)cc1
 : 105 | 0.4
- CCCCCOc1ccc(C(=O)CCN2CCOCC2)cc1
 : 103 | 0.3
- CCOC(=O)c1ccc(NC(=O)CCc2c(C)nc3c(c(C)nn3-c3ccccc3)c2C)cc1
 : 107 | 0.2
- CN(C)S(=O)(=O)c1ccc(C(=O)NCCS(=O)(=O)N2CCN(c3ccccc3)CC2)cc1
 : 104 | -0.6
- COc1ccc(CCNC(=O)CSCc2ccc(Cl)cc2)cc1OC
 : 102 | 0.2
- CCc1ccc(CNC(=O)c2ccc(CSc3nc4ccncc4n3Cc3ccc(OC)cc3)cc2)cc1
 : 104 | -1.6
- Cc1ccccc1N=Cc1ccc(N(C)C)cc1
 : 105 | 0.7
- COC(=O)c1ccc(/C=N/n2c(-c3ccco3)csc2=NC2CCCCC2)cc1
 : 150 | 5.9

Source: PubChem BioAssay (ICCB-Longwood Screening Facility, Harvard Medical School)
